# Assay outcomes (PubChem)
# PKM2 activator: increases activity of human pyruvate kinase M2; purified PKM2, Kinase-Glo ATP luminescence, activation; response scale: 0% is enzyme alone, no compound; Potency, µM (titrated, usually from 57.5 µM), for the others: at the top dose activation, most hits filed as activators; 260,000 tested, 0.34% active; also: % is scaled to controls: 0 for no effect and ±100 for the full control effect; nearly all actives have a fitted effect of over 55% in size
#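 Purified hPK-M2 (>95% pure) converted ADP (0.1 mM final) to ATP with 0.5 mM PEP in 50 mM imidazole pH7.2, KCl, MgCl2, Tween 20, BSA; 1 h at room temperature. ATP detected by Kinase-Glo luminescence.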
# Menin-MLL TR inh: displaces Texas Red mutant MLL peptide from human menin. O00255. Menin + Texas Red MLL mutant peptide, fluorescence polarization. Potency, µM (top dose mostly 61.6 µM), inactives show top-dose FP activity change, negative = inhibition, usual class: inhibitors. 270,000 tested, 0.23% active; active = well fitted inhibition curve with a large enough effect in the polarisation, with a control signal flat, not every such curve was filed as active; inconclusive = small, poorly fitted or top-dose-only effect, or effect the other way, or a change in a side signal; inactive = no such curve, though single readings can be large or run the other way; the % refers to the polarisation; also: % of control where 0% means no effect; many of its hits are not listed in these tables
# Target sequence (O00255 whole entry, looked up): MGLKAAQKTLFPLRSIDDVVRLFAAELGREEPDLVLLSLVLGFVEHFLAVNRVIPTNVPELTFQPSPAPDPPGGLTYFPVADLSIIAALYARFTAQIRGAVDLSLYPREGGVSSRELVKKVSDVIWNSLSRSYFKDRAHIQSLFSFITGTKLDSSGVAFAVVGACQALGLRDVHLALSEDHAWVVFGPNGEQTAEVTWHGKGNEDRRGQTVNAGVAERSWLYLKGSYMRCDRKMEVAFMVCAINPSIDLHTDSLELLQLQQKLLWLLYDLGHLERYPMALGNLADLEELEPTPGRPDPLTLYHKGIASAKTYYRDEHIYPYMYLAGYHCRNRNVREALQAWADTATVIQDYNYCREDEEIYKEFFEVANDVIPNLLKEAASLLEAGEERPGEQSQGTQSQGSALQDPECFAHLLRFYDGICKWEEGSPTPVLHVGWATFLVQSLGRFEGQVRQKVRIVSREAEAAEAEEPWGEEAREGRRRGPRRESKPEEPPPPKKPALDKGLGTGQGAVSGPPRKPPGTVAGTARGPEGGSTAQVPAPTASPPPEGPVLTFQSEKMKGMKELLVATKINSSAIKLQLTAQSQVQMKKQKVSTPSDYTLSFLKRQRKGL
# VP16 counter: Gal4-VP16 reporter inhibition counter-screen; Drosophila S2 Gal4-VP16 UAS-luciferase, luminescence, 20 h; Potency, µM (top dose mostly 53.6 µM), for the others: at the highest dose activity, negative = inhibition, usual class: inhibitors; 310,000 tested, 3.5% active;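 also: Gal4-VP16 expression switched on by copper sulfate through the metallothionein promoter; % is scaled to controls: 0 for no effect and ±100 for the full control effect; nearly all actives have a fitted effect of over 50% in size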
# RORg inh: ROR gamma (mouse) transcription inhibition | P51450 | Drosophila S2 Gal4-RORgamma UAS-luciferase reporter, 20 h | Potency, µM (top dose mostly 53.6 µM), for the others: at the top dose activity change, negative = inhibition, actives largely listed as inhibitors | 310,000 tested, 5.4% active | AID 2551; also: % is scaled to controls: 0 for no effect and ±100 for the full control effect; nearly all actives have a fitted effect of over 60% in size
# Target sequence (P51450 whole entry, looked up, the tested form may be a part): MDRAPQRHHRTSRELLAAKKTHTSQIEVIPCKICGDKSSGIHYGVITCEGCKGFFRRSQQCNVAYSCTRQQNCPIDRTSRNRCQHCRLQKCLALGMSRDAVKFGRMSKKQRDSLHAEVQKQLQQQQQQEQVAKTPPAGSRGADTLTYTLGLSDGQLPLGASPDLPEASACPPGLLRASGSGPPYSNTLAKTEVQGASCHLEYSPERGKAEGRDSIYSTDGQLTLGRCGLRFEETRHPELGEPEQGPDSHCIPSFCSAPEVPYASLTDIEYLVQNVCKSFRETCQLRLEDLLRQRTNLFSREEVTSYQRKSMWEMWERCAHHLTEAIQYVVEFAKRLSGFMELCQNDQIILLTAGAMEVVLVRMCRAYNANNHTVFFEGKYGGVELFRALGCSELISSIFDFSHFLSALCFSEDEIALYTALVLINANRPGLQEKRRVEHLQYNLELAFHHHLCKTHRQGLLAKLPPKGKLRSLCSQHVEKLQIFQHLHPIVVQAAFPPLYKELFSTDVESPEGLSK
#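 Luciferase reporter read in Schneider cells carrying Gal4-RORγ (mouse) and UAS-Photinus luciferase; cells given compound 1 h before 700 uM copper sulfate induction, then incubated 20 h at ambient temperature.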
# * hit, by the source's call; ? = inconclusive; [ ] = dose if it differs, or a comment. Unless noted, calls follow the shape of the dose curve; as a rule, active = well fitted curve in the direction sought with a large enough effect; inconclusive = small, poorly fitted or top-dose-only effect, or another doubt; inactive = no such curve, though single readings can be large; an effect the other way counts as inactive or inconclusive. Potency is read from the fitted curve at half-maximal effect. An excerpt, so the mix of outcomes need not match the whole.
# Start of the listing, in advance, 2 compounds:
nr	structure	Menin-MLL TR inh	RORg inh	VP16 counter	PKM2 activator
1	COC(=O)c1ccc(C(NC(=O)OCc2ccccc2)/C(F)=C/[C@@H](C)C(=O)NCc2cc(C)on2)cc1 (some centres undefined)	-5%	-34%	-1%	3%
2	CCCCNC(=O)C(c1ccc(OCC(=O)OC)c(C(=O)OC)c1)N(Cc1ccccn1)C(=O)CCCCCN1C(=O)NC(c2ccc(-c3ccccc3)cc2)C(C(=O)OCc2ccccc2)=C1C (centres undefined)	-15%	28%	-9%	0%

# Main list, from the start:
nr	structure	Menin-MLL TR inh	RORg inh	VP16 counter	PKM2 activator
1	COC(=O)c1ccc(C(NC(=O)OCc2ccccc2)/C(F)=C/[C@@H](C)C(=O)NCc2cc(C)on2)cc1 (some centres undefined)	-5%	-34%	-1%	3%
2	CCCCNC(=O)C(c1ccc(OCC(=O)OC)c(C(=O)OC)c1)N(Cc1ccccn1)C(=O)CCCCCN1C(=O)NC(c2ccc(-c3ccccc3)cc2)C(C(=O)OCc2ccccc2)=C1C (centres undefined)	-15%	28%	-9%	0%
3	COC(=O)C(C(=O)OC)C1c2ccccc2C=C(C2CC2)N1C(=O)OC (centres undefined)	0%	13%	-2%	-4%[11.5 µM]
4	COC(=O)[C@@]1(Cc2ccccc2)[C@H]2c3cc(C(=O)N4CCCC4)[nH]c3C[C@H]2CN1C(=O)c1ccccc1	-17%	-6%	2%	-2%
5	COC(=O)C1(CC(C)C)C=C2C(=C(C(C)C)C(=O)C2C)CN1 (centres undefined)	-6%	2%	?	0%
6	CCc1cccc2c(-c3ccccc3)c3c(nc12)OCC3	-15%	4%	5%	-1%
7	CCCn1c(-c2ccc(F)cc2)nc2c(NCCN3CCSCC3)nc(C)nc21	-26%	-2%	5%	-3%
8	COC(=O)c1ccc(C(NC(=O)OCc2ccccc2)/C(F)=C/[C@@H](C)C(=O)N(C)Cc2cccnc2)cc1 (some centres undefined)	-7%	35%	-10%	-1%
9	CCCn1c(C)nc2c(NCCCCN(CC)CC)nc(C)nc21	-6%	3%	1%	-1%
10	CCC1=C2CC[C@H]3C(=O)N(CC)C(=O)[C@H]3[C@H]2[C@@]2(C)C(=O)N(CC(=O)OC)C(=O)N2C1=O	-14%	-5%	4%	10%
11	C[C@@]1(C(NS(=O)(=O)c2cccc3cccnc23)c2ccc(-c3ccccc3)cc2)C[C@H]1C1CCCCC1 (some centres undefined)	8%	-38%	-8%	-3%
12	OC(CN1CCNCC1)Cn1c2ccc(Br)cc2c2cc(Br)ccc21 (centres undefined)	16%	?	?	-3%
13	CCCn1c(C)nc2c(NC3CCN(Cc4ccccc4)C3)nc(C)nc21 (centres undefined)	-12%	-12%	-6%	0%
14	COC(=O)C1(C)C=CCN1C(=O)c1ccccc1 (centres undefined)	5%	10%	-5%	-11%
15	CCC/C=C(\CCC)C(NC(=O)c1ccccc1)c1ccc(C(=O)OC)cc1 (centres undefined)	1%	10%	18%	0%
16	COC(=O)N1C2(C=CC1(C)C(=O)NCc1ccc(N(C)C)cc1)CCCCC2 (centres undefined)	-11%	-4%	-3%	-1%
17	COC(=O)C1(Cc2ccccc2)C2c3cc(C(=O)N4CCCC4)n(Cc4ccc(OC(F)(F)F)cc4)c3CC2CN1C(=O)c1ccccc1 (centres undefined)	4%	26%	2%	-12%
18	COC(=O)c1ccc(C(/C=C/[C@@H](C)C(=O)NCc2cc(C)n(C)n2)NC(=O)OCc2ccccc2)cc1 (some centres undefined)	0%	12%	-14%	-6%
19	Cc1nc(N2CCOCC2)c2nc(-c3ccccc3)n(CCCN3CCCCC3C)c2n1 (centres undefined)	-17%	2%	4%	0%
20	CCN(CC)CCCC(C)Nc1nc(C)cc(Nc2ccc3nc(C)cc(N)c3c2)n1 (centres undefined)	-27%	-14%	-14%	0%
21	COCCN=C1OC(=O)N2C(=O)C3=C4C(C[C@H]5C(=O)N(CC(=O)OC)C(=O)[C@H]5[C@H]4[C@@]12Cc1ccccc1)[C@H]1C(=O)N(CC(=O)OC)C(=O)[C@H]1[C@H]3C (some centres undefined)	-2%	11%	10%	7%
22	COC(=O)[C@@]1(Cc2ccc(F)cc2)[C@@H]2C(=CC(=O)[C@H]2CC(=O)C(=O)N(C)C)CN1C(=O)c1ccccc1	6%	?	?	14%
23	CC(C)CC1(C(=O)NCC2CC2)C=CCN1C(=O)c1ccccc1 (centres undefined)	-9%	12%	?	9%
24	CC(=O)N(OCc1ccccc1)[C@@H]1c2cc(C#N)ccc2OC(C)(C)[C@H]1O	12%	-23%	1%	-3%
25	Cc1cc(CNC(=O)[C@@H]2C[C@H]2[C@@H](NP(=O)(c2ccccc2)c2ccccc2)c2ccccc2)nn1C	-21%	1%	0%	0%
26	COC(=O)[C@@]1(Cc2ccc(OC)cc2)[C@H]2c3cc(C(=O)N(C)C)n(Cc4ccc(S(C)(=O)=O)cc4)c3C[C@H]2CN1C(=O)c1ccccc1	-13%	24%	2%	2%
27	CCCCCCCCCCCCCCCCCC(=O)NCCc1ccc(O)c(O)c1	?	-1%	7%	-2%
28	CCN(CC)CCCCn1c(-c2ccccc2)nc2c(NCCOC)nc(C)nc21	6%	-23%	-1%	0%
29	CCCn1c(-c2ccc(F)cc2)nc2c(NCCCN(CCO)CCO)nc(C)nc21	-12%	-2%	9%	0%
30	CN(C)c1ccc(CNC(=O)C2(C)C=CCN2C(=O)c2ccccc2)cc1 (centres undefined)	-6%	1%	-9%	-3%
31	CCC1=C2CC[C@H]3C(=O)N(C)C(=O)[C@H]3[C@H]2[C@@]2(C)C(=O)N(CC(=O)OC)C(=O)N2C1=O	-3%	-16%	8%	-1%
32	COC(=O)[C@@]1(Cc2ccc(F)cc2)[C@H]2c3cc(C(=O)N4CCCC4)n(CCN4CNCC4=O)c3C[C@H]2CN1C(=O)c1ccccc1	-9%	17%	-15%	-7%
33	COC(=O)[C@@H]1C[C@@]2(O)[C@@H](O)[C@@H](O)[C@@H](O)C[C@H]2N1Cc1ccc(N2CCOCC2)cc1	9%	-6%	3%	3%
34	COC(=O)C1(Cc2ccccc2)C=C2C(=C(c3ccccc3)C(=O)C2C)CN1 (centres undefined)	-8%	11%	30%	0%
35	COC(=O)c1ccc(C#CC(NP(=O)(c2ccccc2)c2ccccc2)c2ccccc2)cc1 (centres undefined)	12%	?	-11%	-7%
36	Cc1nc(NC2CCCCC2)c2nc(-c3ccccc3)n(CCN(C)C)c2n1	-17%	-37%	11%	0%
37	CC(=O)N1[C@H](C)C=C[C@]1(Cc1ccccc1)C(=O)NCc1ccccn1	-5%	-31%	-11%	0%
38	CN1c2cc3c(cc2N=C(c2ccc(C(=O)O)cc2)c2ccccc21)C(C)(C)CCC3(C)C	?	?	?	-3%
39	CCCCNC(=O)C(c1ccc(OCC(=O)OC)c(C(=O)OC)c1)N(CCc1ccccn1)C(=O)CCCCCN1C(=O)NC(c2ccc(-c3ccccc3)cc2)C(C(=O)OCc2ccccc2)=C1C (centres undefined)	?	23%	-16%	0%
40	COC(=O)[C@@]1(Cc2ccc(OC)cc2)[C@H]2c3cc(C(=O)N4CCCC4)n(CCF)c3C[C@H]2CN1C(=O)c1ccccc1	-26%	16%	-5%	-9%
41	COC(=O)c1ccc(C(NC(=O)OCc2ccccc2)/C(=C/[C@@H](C)C(=O)N(C)Cc2ccccc2)c2cccnc2)cc1 (some centres undefined)	3%	35%	-12%	-1%
42	Cc1nc(NCc2ccccc2)c2nc(-c3ccccc3)n(CCN3CCCCC3)c2n1	?	11µM*	-15%	-4%
43	CCCC[C@@H]1C[C@H]1C(NC(=O)c1ccc(C(F)(F)F)cc1)c1ccc(C(=O)OC)cc1 (some centres undefined)	-3%	1%	-5%	16%
44	COC(=O)[C@@]1(Cc2ccc(OC)cc2)[C@H]2c3cc(C(=O)N(C)C)n(C)c3C[C@H]2CN1C(=O)c1ccccc1	-3%	1%	-8%	1%
45	COC(=O)c1ccc(C(/C=C/[C@@H](C)C(=O)NCc2ccccc2)NC(=O)OCc2ccccc2)cc1 (some centres undefined)	-2%	1%	6%	-9%
46	COC(=O)[C@@]1(Cc2ccccc2)[C@H]2c3cc(C(=O)N(C)C)n(Cc4ccccn4)c3C[C@H]2CN1C(=O)c1ccccc1	-17%	-30%	11%	0%
47	O=C(O)c1sccc1S(=O)(=O)Nc1ccc(Cl)cc1	?	13%	-5%	-11%
48	CC1(C)OCC(CSC2=C(SCC3COC(C)(C)O3)C(=O)c3ncccc3C2=O)O1 (centres undefined)	?	11µM*	16µM*	-43%
49	CCC1=C2CC[C@H]3C(=O)N(CC(=O)OC)C(=O)[C@H]3[C@H]2[C@@]2(C)C(=O)N(Cc3ccccc3)C(=O)N2C1=O	18%	-4%	0%	-11%
50	COC(=O)c1ccc(C(NC(=O)OCc2ccccc2)/C(I)=C/[C@@H](C)C(=O)NCc2ccc(OC)c(O)c2)cc1 (some centres undefined)	-2%	?	-7%	3%
51	CNC(=O)[C@@]1(C)C=C[C@@H](Cc2ccccc2)N1C(C)=O	1%	-7%	8%	0%
52	CCCCCCCC1Cc2ccccc2C(C(C(=O)OC)C(=O)OC)N1C(=O)OC (centres undefined)	-25%	-17%	-10%	-1%[11.5 µM]
53	CCCCCCN(C(=O)CCCCCN1C(=O)NC(c2ccc(C(F)(F)F)cc2)C(C(=O)OCc2ccccc2)=C1C)C(C(=O)NCCCC)c1ccc(OCC(=O)OC)c(C(=O)OC)c1 (centres undefined)	?	42%	5%	12%
54	COC(=O)c1ccc(C(NC(=O)OCc2ccccc2)/C(F)=C/[C@@H](C)C(=O)Nc2ccc(OC)cc2)cc1 (some centres undefined)	10%	20µM*	?	-8%
55	CN(C)c1nc(N)c(C(=O)Nc2cccnc2)nc1Cl	21%	-17%	-15%	-5%
56	COC(=O)c1ccc(C(NC(=O)OCc2ccccc2)/C(=C/[C@@H](C)C(=O)NCc2ccc(OC)c(O)c2)c2cccnc2)cc1 (some centres undefined)	11%	37%	0%	-8%

# From compound 46 to 55, as listed above:
nr	structure	Menin-MLL TR inh	RORg inh	VP16 counter	PKM2 activator
46	COC(=O)[C@@]1(Cc2ccccc2)[C@H]2c3cc(C(=O)N(C)C)n(Cc4ccccn4)c3C[C@H]2CN1C(=O)c1ccccc1	-17%	-30%	11%	0%
47	O=C(O)c1sccc1S(=O)(=O)Nc1ccc(Cl)cc1	?	13%	-5%	-11%
48	CC1(C)OCC(CSC2=C(SCC3COC(C)(C)O3)C(=O)c3ncccc3C2=O)O1 (centres undefined)	?	11µM*	16µM*	-43%
49	CCC1=C2CC[C@H]3C(=O)N(CC(=O)OC)C(=O)[C@H]3[C@H]2[C@@]2(C)C(=O)N(Cc3ccccc3)C(=O)N2C1=O	18%	-4%	0%	-11%
50	COC(=O)c1ccc(C(NC(=O)OCc2ccccc2)/C(I)=C/[C@@H](C)C(=O)NCc2ccc(OC)c(O)c2)cc1 (some centres undefined)	-2%	?	-7%	3%
51	CNC(=O)[C@@]1(C)C=C[C@@H](Cc2ccccc2)N1C(C)=O	1%	-7%	8%	0%
52	CCCCCCCC1Cc2ccccc2C(C(C(=O)OC)C(=O)OC)N1C(=O)OC (centres undefined)	-25%	-17%	-10%	-1%[11.5 µM]
53	CCCCCCN(C(=O)CCCCCN1C(=O)NC(c2ccc(C(F)(F)F)cc2)C(C(=O)OCc2ccccc2)=C1C)C(C(=O)NCCCC)c1ccc(OCC(=O)OC)c(C(=O)OC)c1 (centres undefined)	?	42%	5%	12%
54	COC(=O)c1ccc(C(NC(=O)OCc2ccccc2)/C(F)=C/[C@@H](C)C(=O)Nc2ccc(OC)cc2)cc1 (some centres undefined)	10%	20µM*	?	-8%
55	CN(C)c1nc(N)c(C(=O)Nc2cccnc2)nc1Cl	21%	-17%	-15%	-5%

# The results go on:
nr	structure	Menin-MLL TR inh	RORg inh	VP16 counter	PKM2 activator
57	Cn1c(N)c(C(=O)COC(=O)c2cc(C(F)(F)F)nc3c(C(F)(F)F)cccc23)c(=O)n(C)c1=O	17%	-18%	-6%	-2%
58	CCc1cc(C(C)=O)c(O)cc1OCCCCCC(C)(C)c1nn[nH]n1	?	18%	-10%	-2%
59	CCCCCCCC1=Cc2ccc(F)cc2C(C(C(C)=O)C(=O)OC)N1C(=O)OC (centres undefined)	-5%	2%	22%	-8%[11.5 µM]
60	O=C(O)c1c(Sc2ccccc2)c2cc(Cl)ccc2n1Cc1ccc(Cl)cc1	?	19%	-23%	-1%
